Screens (PubChem BioAssay)
KB-3-1 cytotox – kills parental KB-3-1 adenocarcinoma cells; KB-3-1 viability, CellTiter-Glo ATP luminescence, 72 h; Potency, µM (doses to about 46.1 µM), for inactives: at the top dose activity change, negative = cytotoxic, hits mostly cytotoxic; 400,000 tested, 1.4% active; note: % is set by controls: 0 for no effect and ±100 for the full control effect; nearly all actives have a fitted effect of over 60% in size
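KB-3-1 cells, DMEM (no phenol red) + 10% FBS; compound by pin transfer, 72 h, 37 °C. Readout: CellTiter-Glo luminescence after 10 min. Data normalized, curve-fitted.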
KB-V1 MDR tox – kills drug-selected multidrug resistant KB-V1 cells. KB-V1 MDR cells viability, CellTiter-Glo, 72 h. 400,000 tested, 3.4% active. Potency, µM (top dose mostly 46.1 µM), for inactives: at the top dose activity change, negative = cytotoxicity, hits mostly cytotoxic; note: % is set by controls: 0 for no effect and ±100 for the full control effect; nearly all actives have a fitted effect of over 60% in size
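KB-V1 MDR subline cells in DMEM (phenol-red free, 10% FBS) exposed to compounds in qHTS concentration series for 72 h at 37 degrees C. Viability read by CellTiter-Glo luminescence; concentration-effect curves fitted after normalization and correction.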
HEK293 tox – cytotoxicity counter-screen for GLP-1 receptor inverse agonists; 410,000 tested, 0.13% active; AID 624418; HEK293 cAMP-luciferase reporter cells, luminescence, 24 h; Potency, µM (highest dose often 38.3 µM), without a hit: top-dose activity change, negative = inhibition, usual class: inhibitors;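 note: loss of luciferase light is scored as toxicity; % is set by controls: 0 for no effect and ±100 for the full control effect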
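Cells in DMEM/10% Nu serum/1% pen-strep, 1536-well format. Pre-incubated 12 h, dosed with 23 nL compound, incubated a further 24 h. Luciferase detection, 12 min at room temp, luminescence.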
GLP1R ag – activates the human GLP-1 receptor; HEK293 GLP-1R CRE-luciferase, luminescence, 4-6 h; cells express a hypersensitive GLP-1R form; Potency, µM (series often up to 45.6 µM), inactives show at the highest dose activation, actives largely listed as activators; 380,000 tested, 0.007% active; AID 624172; note: % of control where 0% means no effect
Target sequence (P43220 whole entry, looked up): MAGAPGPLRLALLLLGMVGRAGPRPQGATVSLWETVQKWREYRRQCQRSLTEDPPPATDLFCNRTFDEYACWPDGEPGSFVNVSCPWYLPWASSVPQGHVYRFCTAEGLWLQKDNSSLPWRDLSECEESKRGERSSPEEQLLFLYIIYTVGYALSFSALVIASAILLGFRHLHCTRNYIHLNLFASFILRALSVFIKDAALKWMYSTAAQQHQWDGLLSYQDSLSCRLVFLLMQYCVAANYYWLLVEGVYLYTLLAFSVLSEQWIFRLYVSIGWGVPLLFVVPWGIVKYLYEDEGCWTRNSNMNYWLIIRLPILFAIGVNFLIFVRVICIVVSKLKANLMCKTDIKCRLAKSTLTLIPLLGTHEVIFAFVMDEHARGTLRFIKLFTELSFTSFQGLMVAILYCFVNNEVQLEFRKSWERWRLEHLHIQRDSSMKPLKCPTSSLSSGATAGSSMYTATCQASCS
HT1080NT lethal – kills 2HG-producing HT-1080-NT fibrosarcoma cells | Potency, µM (highest dose often 46.1 µM), without a hit: at the top dose activity, negative = less viability, most hits filed as cytotoxic | AID 686970 | 360,000 tested, 1.6% active | HT-1080-NT fibrosarcoma viability, CellTiter-Glo ATP luminescence, 48 h;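 note: NT is the 2HG producing partner of a matched IDH1 knockdown line; 0% = DMSO-treated cells and -100% = media-only wells without cells; nearly all actives have a fitted effect of over 55% in size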
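Viability of the 2HG-overproducing fibrosarcoma line after 48 hours of compound exposure at 37 degrees C was determined by luminescence with CellTiter-Glo, and concentration-effect curves were then fitted and categorized.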
HT1080 IDH1KD tx – toxicity to HT-1080 IDH1 knockdown cells (counter line) | HT-1080 IDH1 knockdown viability, ATP luminescence, 48 h | Potency, µM (highest dose often 46.1 µM), inactives show at the top dose activity, negative = toxicity, usual class: cytotoxic | 360,000 tested, 2% active;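 note: 0% = DMSO wells and -100% = cell-free medium wells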
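IDH1KD HT-1080 cells, 750/well, RPMI + 5% FBS; compound pinned after 2 h settling; 48 h, 37 °C; CellTiter-Glo luminescence; % activity normalised to DMSO and no-cell wells; curves fitted, classed by r2 and efficacy.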
GLP1R inv ag – acts as inverse agonist at human GLP-1 receptor | HEK293 GLP-1R CRE-luciferase, luminescence, 24 h; GLP-1R form is constitutively active | Potency, µM (doses to about 38.3 µM), for the others: at the top dose activity change, negative = inhibition, most hits filed as inhibitors | 410,000 tested, 1.6% active | AID 624417; note: % is set by controls: 0 for no effect and ±100 for the full control effect; nearly all actives have a fitted effect of over 55% in size
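Luminescence readout: a drop in cAMP-driven luciferase signal flags inverse agonism at a constitutively active GLP-1R stably expressed in HEK293. Compound exposure lasted 24 hr at 37 deg C, 5% CO2.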
TDP43 rescue – inhibitors of TDP-43 toxicity in yeast; 410,000 tested, 1.8% active; AID 652104; Potency, µM (series often up to 46.1 µM), for inactives: at the top dose growth rescue (activation), usual class: activators; TDP-43 expressing yeast growth rescue, BacTiter-Glo, 24 h; note: % of control where 0% means no effect; nearly all actives have a fitted effect of over 50% in size
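Luminescence from BacTiter-Glo reports growth of TDP-43-expressing yeast after 24 hr at 30 deg C with compound. Cells were raffinose-pregrown to mid-log, then seeded in galactose medium at OD600=0.02.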
SW480 rereplic – DNA re-replication induction in SW480 cells; SW480 DNA re-replication, Hoechst DNA content imaging, 48 h; Potency, µM (series often up to 46.1 µM), inactives show at the top dose re-replication activation, actives largely listed as activators; 340,000 tested, 1.8% active; note: % of control where 0% means no effect; nearly all actives have a fitted effect of over 55% in size
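Readout is total intensity of Hoechst-stained nuclei, excited at 405 nm and collected at 500-530 nm. Compound treatment lasted 48 hr at 37 C in 5% CO2 before staining.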
* hit, by the source's call; u = inconclusive; x = no result given; & = joins results of further samples; [ ] = another dose, or the depositor's remark. Calls come from the whole dose curve; as a rule, active = well fitted curve in the direction sought with a large enough effect; inconclusive = small, poorly fitted or top-dose-only effect, or another doubt; inactive = no such curve, though single readings can be large; an effect the other way counts as inactive or inconclusive. Potency is the fitted concentration of half-maximal effect.

The line under a structure holds: KB-3-1 cytotox, KB-V1 MDR tox, HEK293 tox, GLP1R ag, HT1080NT lethal, HT1080 IDH1KD tx, GLP1R inv ag, TDP43 rescue, SW480 rereplic
Cn1cc(SCC(=O)NC2CCCCC2)c2ccccc21
    4%, -5%, 0%, -4%, -1%, -1%, -25%, 17%, 7%
COc1ccc(C(=O)NC(=S)NCc2ccccc2)cc1
    3%, u, u, 0%, 0%, 9%, u, u, -5%
COc1ccc(CNC(=O)CCn2nc(C)c3c(C)n(-c4ccccc4)nc3c2=O)c(OC)c1
    u, u, -5%&1%, 1%, 1%, -1%, 9%&1%, -23%&25%, x
Cc1onc(-c2c(F)cccc2Cl)c1C(O)c1ccc(F)cc1 (centres undefined)
    -20%, -23%, -5%, 0%, -20%, -21%, u, u, -16%
CCCCn1c(NCCC)nc2c1c(=O)[nH]c(=O)n2C
    0%, 0%, 108%[activator], 12%, 7%, 7%, 69%[activator], -3%, 0%
O=C(O)CCc1ccc(-c2ccc(Cl)cc2)o1
    -2%, -3%, -5%, 18%, -3%, -1%, 3%, u, u
COc1ccc(C(=O)COC(=O)CCCn2c(=O)oc3ccccc32)cc1
    -2%, -5%, -14%, 7%, -3%, -1%, -17%, 0%, -2%
CC(=O)Nc1ccc(S(=O)(=O)N(C2=NCC(C)S2)c2ccccc2)cc1 (centres undefined)
    -21%, -28%, -20%, 2%, -10%, -19%, -10%, -11%, 4%
COc1ccccc1CNC(=O)CSc1ccc(C(=O)Nc2ccccc2OC)cc1[N+](=O)[O-]
    -13%, -26%, -12%, 1%, 11%, 8%, 10%, 0%, -8%
Cc1ccc(NC(=O)C(C)OC(=O)COc2cccc(C(F)(F)F)c2)cc1S(=O)(=O)N1CCOCC1 (centres undefined)
    u, u, 5%, -4%, -2%, -3%, 8%, 14%, -1%
COc1cccc(CNC(=O)Cn2cc3c(n2)CCCC3)c1
    2%, 14%, -12%, 0%, 3%, 0%, -19%, 19%, 6%
COC(=O)c1cn(NC(=O)c2cccc(N(C)C)c2)c(=O)c2ccccc12
    -5%, 7%, -1%, 0%, -3%, 1%, -1%, 18%, -1%
Cc1sc(NC(=O)CSc2nnnn2C(C)C)c(C#N)c1C
    -5%, -30%, -7%, 9%, -12%, -19%, 15%, 9%, 3%
Cc1ccc(S(=O)(=O)CC(=O)Nc2sc3c(c2C(N)=O)CCCC3)cc1
    10%, -1%, -12%, x, x, x, 3%, -1%, x
CC1(C)CC(=O)CC(=NCC(=O)O)C1
    1%, 0%, -6%, 0%, u, 0%, 6%, -13%, -5%
O=C(CSc1nnc(-c2ccco2)o1)c1ccccc1
    2%, 4%, -11%, -5%, 9%, 9%, -1%, 21%, -5%
OCCC1CN(CC#Cc2ccccc2)CCN1C1CCCC1 (centres undefined)
    -2%, -23%, -2%, -1%, -5%, 0%, -1%, -19%, -4%
COc1ccc(OC)c(NC(=S)N2CCN(C/C=C/c3ccccc3)CC2)c1
    -3%, -11%, -16%, -12%, 3%, 1%, u, 7%, -14%
COc1cc(NC(=O)c2ccccc2F)c(OC)cc1NC(=O)CN1CCOCC1
    10%, u, -20%, 8%, -13%, -10%, -10%, -6%, 1%
C[N+]1=C2CCCCCN2C(O)(c2ccccc2)C1 (centres undefined)
    15%, 5%, 1%, -1%, 4%, 0%, 2%, -1%, -2%
COc1cc(C(=O)Nc2cccc(S(=O)(=O)N3CCCC3)c2)c([N+](=O)[O-])cc1OC
    21%, -18%, 9%, -6%, -8%, -2%, 7%, -11%, -5%
Cc1ccc(OCC(=O)NNC(=O)c2cc(S(=O)(=O)N(C)C)ccc2N2CCCC2)cc1
    6%, 15%, 6%, 7%, 2%, -1%, 11%, 20%, x
CCc1nnc(N2C(=O)c3ccc(Oc4ccc([N+](=O)[O-])cc4)cc3C2=O)s1
    7%, -5%, -14%, -1%, 4%, 4%, 19%, -10%, -3%
O=C(CSc1ncc(C(F)(F)F)cc1Cl)N1CCN(S(=O)(=O)c2ccccc2)CC1
    u, -28%, u, -2%, -1%, -1%, u, 2%, -1%
Cc1ccc(F)c(NC(=O)C2CCCCC2C(=O)O)c1 (centres undefined)
    9%, -2%, -10%, -1%, -4%, 14%, 2%, -5%, -1%
COc1ccc(-c2csc(NC(=O)CN3C(=O)C4CCCCC4C3=O)n2)cc1OC (centres undefined)
    13%, u, -4%, 7%, 6%, -6%, 25%, -6%, -2%
Cc1ccc(NC(=S)N2CCCCCC2)c(C)c1
    -2%, 6%, -3%, 2%, 9%, 9%, -32%, 8%, 0%
COC(=O)c1sc(NC(=O)c2oc3ccccc3c2C)nc1C
    -3%, 7%, 0%, -13%, -1%, -2%, -10%, 11%, -1%
Cc1ccccc1NC(=O)c1cc(S(=O)(=O)N2CCCCC2)ccc1N1CCOCC1
    -2%, 6%, -24%, 8%, 3%, 9%, 7%, 8%, x
CCn1c(O)c(C=NCCN2CCOCC2)sc1=S
    0%, 26%, -8%, -11%, 3%, 4%, 7%, -8%, -7%

3 of the entries above in order of the GLP1R inv ag value, lowest first:
SMILES	GLP1R ag	GLP1R inv ag	SW480 rereplic
Cn1cc(SCC(=O)NC2CCCCC2)c2ccccc21	-4%	-25%	7%
Cc1ccc(F)c(NC(=O)C2CCCCC2C(=O)O)c1 (centres undefined)	-1%	2%	-1%
Cc1ccc(NC(=O)C(C)OC(=O)COc2cccc(C(F)(F)F)c2)cc1S(=O)(=O)N1CCOCC1 (centres undefined)	-4%	8%	-1%

Other structures follow:
The line under a structure holds: KB-3-1 cytotox, KB-V1 MDR tox, HEK293 tox, GLP1R ag, HT1080NT lethal, HT1080 IDH1KD tx, GLP1R inv ag, TDP43 rescue, SW480 rereplic
Cc1cc(NC(=O)c2cncc(Br)c2)n(-c2ccccn2)n1
    -9%, -36%, 17%, 1%, -6%, -4%, 44%[activator], 10%, 13%
CCO/C(C)=C1\N=C(c2ccc(Cl)cc2)OC1=O
    14%, 11%, 7%, -9%, 10%, 17%, 4%, 4%, 6%
COc1c(F)c(F)c(C(=O)Nc2ccccc2N2CCN(C(C)=O)CC2)c(F)c1F
    11%, -22%, -1%, -3%, -6%, -3%, -1%, 4%, 21%
CN(Cc1nccn1C)C(=O)CC1C(=O)NCCN1Cc1cccc(Oc2ccccc2)c1 (centres undefined)
    4%, -3%, 1%, 3%, 17%, 9%, 12%, 11%, -2%
O=c1[nH]cnc(O)c1C(c1ccc([N+](=O)[O-])cc1)c1c(O)nc[nH]c1=O
    0%, 31%, 3%, -1%, -5%, -2%, 5%, -7%, -5%
Oc1ccc(/C=N/N(c2ccccc2)c2ccccc2)cc1O
    0%, 0%, -27%, -2%, -8%, u, 0%, -6%, u
Cc1ccc2[nH]c(=O)c3cc(C(=O)N4CCN(c5ccccc5)CC4)sc3c2c1
    6%, u, 4%, -2%, x, x, 0%, 14%, x
CC(C)(C)c1nc2ccc([N+](=O)[O-])cc2[nH]1
    5%, -25%, 17%, 3%, 6%, 2%, -9%, -6%, -2%
Cc1ccccc1-n1nc(-c2cccnc2)cc1C(=O)NN
    7%, 5%, -8%, 5%, 1%, 6%, -23%, 11%, -7%
CC(c1ccco1)N(C(=O)c1ccccc1NS(=O)(=O)c1cccc([N+](=O)[O-])c1)c1ccccn1 (centres undefined)
    6%, 0%, -31%, -1%, u, -27%, u, -18%[0.397 µM], -10%

Rewritten with bars between the fields: part of the list above.
SMILES | KB-3-1 cytotox | KB-V1 MDR tox | HEK293 tox | GLP1R ag | HT1080NT lethal | HT1080 IDH1KD tx | GLP1R inv ag | TDP43 rescue | SW480 rereplic
O=c1[nH]cnc(O)c1C(c1ccc([N+](=O)[O-])cc1)c1c(O)nc[nH]c1=O | 0% | 31% | 3% | -1% | -5% | -2% | 5% | -7% | -5%
Cc1ccc2[nH]c(=O)c3cc(C(=O)N4CCN(c5ccccc5)CC4)sc3c2c1 | 6% | u | 4% | -2% | x | x | 0% | 14% | x

Additional results.
The line under a structure holds: KB-3-1 cytotox, KB-V1 MDR tox, HEK293 tox, GLP1R ag, HT1080NT lethal, HT1080 IDH1KD tx, GLP1R inv ag, TDP43 rescue, SW480 rereplic
COCCN(C(=O)c1csnn1)C(C(=O)NC(C)(C)C)c1cccc(OC)c1 (centres undefined)
    3%, 7%, -12%, -2%, 13%, 4%, -10%, -8%, -2%
CC(C)C1CC(CCN)(Cc2ccccc2)CCO1 (centres undefined)
    u, u, 0%, 7%, u, -4%, u, 0%, u
O=C(Nc1ccc(N2CCOCC2)cc1N1CCOCC1)c1ccc([N+](=O)[O-])cc1
    5%, u, 14%, -5%, 5%, -1%, -3%, 6%, -2%
O=C(Nc1ccc(S(=O)(=O)N2CCCC2)cc1)c1ccc(OCC2CCCO2)cc1 (centres undefined)
    21µM*, u, 3%[0.307 µM], -28%, u, u, -14%[0.307 µM], -8%, -2%
COc1cccc(/C=N/NC(=O)c2[nH]nc3c2CCc2ccccc2-3)c1O
    u, u, -11%, 13%, 2.6µM*, 3.7µM*, 11%, 22%, 3.3µM*
O=C(O)Cc1ccc(O)c(F)c1
    0%, 5%, 8%, 0%, 33%, 16%, -16%, 20%, -11%&19%
CCOC(=O)C1=C(C)NC2=C(C(=O)OC2)C1c1ccccc1 (centres undefined)
    u, 3%, -24%, 1%, u, 21µM*, -18%, -17%[0.397 µM], u
COc1ccc(S(=O)(=O)Nc2cccc(N(C)S(C)(=O)=O)c2)cc1C
    u, 15µM*, 18%, 1%, -3%, 8%, 6%, 6%, -67%[inhibitor]
O=C1Nc2ccccc2-n2nnnc2C1N1CCN(c2ccc(F)cc2)CC1 (centres undefined)
    -11%, -27%, -6%, x, -19%, u, -20%, 0%, x
O=Cc1c(NCCN2CCCC2)c2ccccc2[nH]c1=O
    8%, 16%, -5%, -6%, 6%, 2%, 6%, -9%, -2%[9.22 µM]
CCc1ccc(C2N3CC4([N+](=O)[O-])CN2CC([N+](=O)[O-])(C3)C4(C)C)cc1 (centres undefined)
    8%, 1%, 5%, -12%, 11%, 7%, 7%, -19%, -5%
Cc1ccc(C)c(NC(=O)CCCn2nc(C)c3sc4ccccc4c3c2=O)c1
    7%, u, -11%, x, x, x, 7%, 8%, x
